# Screens as filed in PubChem.
# Rev-erbA mod – modulators of Rev-erb alpha DNA binding, primary screen, biochemical, FITC-DNA, fluorescence polarization, uHTS | Rev-erbα–FITC-DNA binding, 90 min | actives 0.79% (n = 370,000) | activity, % at 10 µM | AID 1259318, 2017 | Nuclear receptor subfamily 1 group D member 1 (Homo sapiens), P20393;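 active = activity above about 14%, limit read from the data; passing the limit was not always enough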;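 also: 0% = DMSO wells with 35 nM protein and 100% = DMSO wells with 750 nM protein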
# DAX1 inh-1 – DAX1 (NR0B1) inhibitors, primary screen, cell-based, HEK293, Gal4-DAX1, luciferase luminescence; inhibition, % at 6.75 µM; actives 0.99% (n = 340,000); AID 504766, 2011; Nuclear receptor subfamily 0 group B member 1 (Homo sapiens), P51843; HEK293 Gal4-DAX1 luciferase reporter;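 active = inhibition above the mean over all tested compounds plus 3 SD, cut at about 4.2% in these data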;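 also: 0% = DAX1-transfected cells with DMSO and 100% = empty-vector control cells with DMSO; inhibition shows as a rise in luminescence from relieved DAX1 repression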
# SMARCA2 activ – SMARCA2 (BRM) function activators, primary screen, cell-based, luminescence, high throughput. AID 652017, 2013. activation, % at 9.1 µM. actives 1% (n = 370,000). MG213 cells, MMTV-luciferase reporter, dexamethasone, overnight; in the data active = activation above about 7.8%;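 also: 0% = vehicle wells and 100% = reference activator wells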
# PLC-beta3 inh – human PLC-beta3 inhibitors, primary screen, biochemical, fluorescence. 1-phosphatidylinositol 4,5-bisphosphate phosphodiesterase beta-3 (Homo sapiens), Q01970. Purified PLC-beta3, fluorogenic substrate. inhibition, % at 12.2 µM. actives 0.18% (n = 370,000). AID 720704, 2013; in the data active = inhibition above about 11%;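 also: 0% = median of compound wells on plate and 100% = full blocker control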
# Target sequence (Q01970 whole entry, looked up): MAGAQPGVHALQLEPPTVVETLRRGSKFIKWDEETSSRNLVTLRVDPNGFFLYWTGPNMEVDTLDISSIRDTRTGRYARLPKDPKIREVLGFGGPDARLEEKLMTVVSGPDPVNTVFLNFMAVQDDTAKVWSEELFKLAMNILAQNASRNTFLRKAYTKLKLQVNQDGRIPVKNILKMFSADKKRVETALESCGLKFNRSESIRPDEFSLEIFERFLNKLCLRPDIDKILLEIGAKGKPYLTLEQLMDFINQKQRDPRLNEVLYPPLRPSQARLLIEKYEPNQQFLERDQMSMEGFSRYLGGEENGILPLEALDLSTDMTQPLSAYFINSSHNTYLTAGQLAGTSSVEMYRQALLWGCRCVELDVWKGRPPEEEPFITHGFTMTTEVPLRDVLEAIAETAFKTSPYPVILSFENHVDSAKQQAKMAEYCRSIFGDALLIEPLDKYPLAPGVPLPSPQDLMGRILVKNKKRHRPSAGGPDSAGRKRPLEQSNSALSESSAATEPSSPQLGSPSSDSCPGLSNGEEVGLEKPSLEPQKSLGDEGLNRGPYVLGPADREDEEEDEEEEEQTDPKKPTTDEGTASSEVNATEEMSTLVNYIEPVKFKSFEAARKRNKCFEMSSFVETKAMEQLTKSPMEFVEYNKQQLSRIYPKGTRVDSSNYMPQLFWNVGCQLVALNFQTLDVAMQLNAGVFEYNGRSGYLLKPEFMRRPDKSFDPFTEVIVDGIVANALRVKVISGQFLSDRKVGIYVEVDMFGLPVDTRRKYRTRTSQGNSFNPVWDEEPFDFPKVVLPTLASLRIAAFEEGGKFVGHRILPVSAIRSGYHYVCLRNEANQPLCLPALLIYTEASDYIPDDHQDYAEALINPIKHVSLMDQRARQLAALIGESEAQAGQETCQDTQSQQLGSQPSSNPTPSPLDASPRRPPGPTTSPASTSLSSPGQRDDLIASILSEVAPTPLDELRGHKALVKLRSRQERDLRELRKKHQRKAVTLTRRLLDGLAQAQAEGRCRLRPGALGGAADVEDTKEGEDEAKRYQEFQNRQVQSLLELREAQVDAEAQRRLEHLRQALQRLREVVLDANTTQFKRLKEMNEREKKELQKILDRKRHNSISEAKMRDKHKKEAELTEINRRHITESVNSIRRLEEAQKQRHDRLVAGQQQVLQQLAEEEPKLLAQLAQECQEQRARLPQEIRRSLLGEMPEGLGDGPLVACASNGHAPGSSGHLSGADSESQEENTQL
# PG9 Ab binder – binders of HIV-1 gp120 antibody PG9, primary screen, biochemical, TR-FRET; actives 0.43% (n = 360,000); inhibition, % at 6.7 µM; TR-FRET gp120-PG9 antibody binding; in the data active = inhibition above about 8.5%
# hgDAF-12 ag – H. glycines DAF-12 receptor agonists, primary screen, cell-based, luminescence, HEK293, GAL4 fusion, UAS-luciferase; Nuclear hormone receptor DAF-12 (Heterodera glycines), GAL4 fusion; HEK293 GAL4-hgDAF12 UAS-luciferase reporter, agonist luminescence; normalized to butyrate control; activation, % at 6.8 µM; actives 1.8% (n = 370,000);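 active = activation above a cutoff set at the mean of all screened compounds plus 3 SD, cut at about 10% in these data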;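 also: 0% = DMSO wells and 100% = sodium butyrate wells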
# DAX1 inh-2 – DAX1 (NR0B1) inhibitors on StAR promoter, primary screen, cell-based, luminescence, SF-1 (NR5A1), full-length DAX-1; HEK293T StAR-luciferase reporter, SF-1/DAX-1 repression relief; inhibition, % at 6.8 µM; actives 1.1% (n = 370,000); AID 652010, 2013;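 active = inhibition above the mean over all tested compounds plus 3 SD, cut at about 3.6% in these data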;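 also: 0% = DAX-1 cells with DMSO and 100% = cells lacking DAX-1 with DMSO; higher inhibition means more luminescence from relief of DAX-1 repression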
# hcDAF12 agonist – H. contortus DAF-12 nuclear receptor activators, primary screen, cell-based, luminescence, HEK293, lit1-tk-luc reporter; HEK293 hcDAF-12 lit1-tk-luc reporter; 0% DMSO, 100% Δ7-dafachronic acid; actives 1.4% (n = 370,000); AID 652067, 2013; activation, % at 6.8 µM;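 active = activation above the mean of all tested compounds plus 3 SD, cut at about 5.5% in these data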;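 also: 100% = response to 3 µM Δ7-dafachronic acid high control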
# ssDAF-12 act – S. stercoralis DAF-12 nuclear receptor activators, primary screen, cell-based, luminescence, HEK293, GRIP1 co-expression, lit1-tk-luc; Nuclear hormone receptor DAF-12 (Strongyloides stercoralis); HEK293 ssDAF-12/GRIP1 lit1-tk-luc reporter; % of 3 µM dafachronic acid response; activation, % at 6.8 µM; actives 1% (n = 370,000); AID 652126, 2013;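 active = activation above the mean over all tested compounds plus 3 SD, cut at about 0.9% in these data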;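 also: 0% = DMSO-only wells and 100% = 3 µM delta7-dafachronic acid wells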
# sPLA2-III inh – human group III sPLA2 inhibitors, primary screen, biochemical, QFRET, BODIPY PC-A2 liposome substrate; Group 3 secretory phospholipase A2 (Homo sapiens), Q9NZ20; QFRET BODIPY PC-A2 liposome hydrolysis, fluorescence; inhibition, % at 12.2 µM; actives 0.56% (n = 370,000); AID 743126, 2013;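 active = inhibition above mean plus 3 SD of compounds lying within the high and low control bounds, cut at about 19% in these data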;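 also: 0% = median of test compound wells and 100% = no enzyme DMSO wells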
# GAA850 FXN act – FXN promoter activators, primary screen, cell-based, luciferase luminescence, HEK293 lucGAA850 | activation, % at 6 µM | HEK293 lucGAA850 FXN promoter luciferase reporter, 24 h; percent of 10 µM SAHA response | actives 0.56% (n = 360,000) | AID 540364, 2011;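 active = activation above the average of all compounds screened plus 3 SD, cutoff fixed separately per campaign, cut at about 7.5% in these data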;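 also: 0% = DMSO wells and 100% = 10 µM SAHA wells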
# * marks the source's active call; other numbers are inactive results; i = inactive; . = not tested or not shown. These rows are one share of the data (hit frequency here may not be typical).
SMILES,Rev-erbA mod,DAX1 inh-1,SMARCA2 activ,PLC-beta3 inh,PG9 Ab binder,hgDAF-12 ag,DAX1 inh-2,hcDAF12 agonist,ssDAF-12 act,sPLA2-III inh,GAA850 FXN act
O=C(CN1CCCC1=O)N1CCOCC1,-2,1.2,2,6,-2.7,0.5,0.6,-0.8,-1.4,4,0.3
O=C1CN=C(c2ccccc2)c2cc(Cl)ccc2N1,-3,0.7,-3,-3,-0.3,-4.3,0.7,-1.2,-1.3,-3,2.8
Nc1c(Br)cc2c3c(cccc13)-c1ccccc1-2,-2,.,-2,-369,-1.4,-3.0,-1.2,2.9,-0.1,5,.
COC(=O)C1=C(c2ccccc2OCc2ccccc2)C[C@@H]2CC[C@H]1N2C(=O)NCc1ccccc1,2,1.0,0,2,0.3,-1.3,0.3,-3.0,-1.1,-7,-1.3
CCOP(=O)(C(NC(=O)c1ccccc1Cl)=C(Cl)Cl)c1ccccc1 (configuration not stated),-5,1.2,-1,1,-0.2,2.2,0.1,-3.4,-0.8,-2,-1.1
C[C@H](O)[C@H]1CC[C@H]2[C@@H]3CCC4=CC(=O)CC[C@]4(C)[C@H]3CC[C@]12C,-8,-0.4,-4,0,-1.1,-1.1,-0.8,-1.1,-1.4,-5,3.2
C#C[C@]1(O)CCC2C3CCC4=C/C(=N/OCC(=O)NC(C)C(=O)NC(CCSC)C(=O)O)CC[C@]4(C)C3CC[C@@]21C (some centres not stated),-8,0.1,-1,-12,0.2,-1.9,-0.3,-1.9,-0.9,3,2.5
CN1CCN(c2nccc3c2ncn3C)CC1,-10,0.6,3,4,-1.5,-0.1,0.2,-1.2,-1.1,5,-1.1
CC(=NCc1ccc2c(c1)OCO2)c1c(O)n(C)c(=O)n(C)c1=O,-3,-1.2,0,-6,-1.7,-0.5,-0.7,-1.2,-2.0,2,-1.8
N=C1c2ccccc2CN1NC(=O)C1CC1,2,0.3,-2,3,0.3,-2.0,0.5,2.4,-0.8,-5,-0.3
CC(=O)OC1N=C(c2ccccc2)c2cc(C)ccc2NC1=O (configuration not stated),1,0.1,-1,1,-2.9,-1.6,0.0,1.9,-1.3,2,2.8
Cn1cc(C(=O)NC2CC2)c2ccccc21,-2,-1.5,-1,-3,-1.1,0.7,-0.1,-0.1,-1.1,1,2.8

# Compound profiles, as listed above. Screens in order: Rev-erbA mod, DAX1 inh-1, SMARCA2 activ, PLC-beta3 inh, PG9 Ab binder, hgDAF-12 ag, DAX1 inh-2, hcDAF12 agonist, ssDAF-12 act, sPLA2-III inh, GAA850 FXN act
# C[C@H](O)[C@H]1CC[C@H]2[C@@H]3CCC4=CC(=O)CC[C@]4(C)[C@H]3CC[C@]12C is listed with -8, -0.4, -4, 0, -1.1, -1.1, -0.8, -1.1, -1.4, -5, 3.2
# Nc1c(Br)cc2c3c(cccc13)-c1ccccc1-2 is listed with -2, ., -2, -369, -1.4, -3.0, -1.2, 2.9, -0.1, 5, .
# O=C1CN=C(c2ccccc2)c2cc(Cl)ccc2N1 is listed with -3, 0.7, -3, -3, -0.3, -4.3, 0.7, -1.2, -1.3, -3, 2.8

# (next part)
SMILES,Rev-erbA mod,DAX1 inh-1,SMARCA2 activ,PLC-beta3 inh,PG9 Ab binder,hgDAF-12 ag,DAX1 inh-2,hcDAF12 agonist,ssDAF-12 act,sPLA2-III inh,GAA850 FXN act
CCOP(=O)(OCC)C(NC(=O)CN1C(=O)c2ccccc2S1(=O)=O)C(Cl)(Cl)Cl (configuration not stated),-6,-1.4,-2,0,0.7,-0.1,-0.3,1.7,-1.1,4,2.7
COc1ccc2c(c1)[nH]c1c(C)nccc12,-3,0.6,-4,i,0.7,9.0,-1.3,-2.3,-1.9,1,-8.4
CCC12CCN(CC3(O)CC3)C(Cc3ccc(O)cc31)C2(C)C (configuration not stated),1,.,-1,1,-0.7,-1.7,-0.3,-0.1,-0.8,-4,.
Cc1ccc(CC(=O)N2CCN(C)CC2)cc1,2,-0.3,4,-4,-1.7,2.3,0.8,-1.0,-1.4,3,1.2
COC(=O)C1=C(c2ccc(S(C)(=O)=O)cc2)C[C@@H]2CC[C@H]1N2C(=O)NCc1ccccc1,-4,0.7,0,1,-0.6,-0.5,0.8,-1.0,-1.4,-2,1.2
O=C(COc1ccc(Br)cc1)N1CCN(Cc2c[nH]c3ccccc23)CC1,13,-0.7,-1,1,0.3,-0.1,-0.9,2.8,-0.5,-62,4.9
c1ccc(C2CC2)c(OCC2=NCCN2)c1,7,-0.3,0,2,0.0,1.4,0.2,-2.1,-1.8,-4,0.8
CON(C)C(=O)Nc1ccc(Cl)cc1,-2,0.3,1,3,-1.4,1.4,0.5,0.7,-0.8,5,0.5
CC(C)OP(=O)(O)NC(=O)c1ccccc1,-4,2.2,0,2,-1.6,-1.5,-0.1,-0.4,-1.7,0,-0.1
C1CCCN(C2CCNCC2)CC1,-3,0.3,-3,-2,-0.9,1.3,-0.1,-0.9,-1.5,-5,-0.1
COc1cccc(C(=O)N2CCC3(CC2)OCCO3)c1,-2,1.0,-3,-4,-0.5,0.0,-0.4,0.3,-0.4,-1,-1.5
CCC1(CCC(C)C)C(=O)NC(=O)N(c2ccccc2)C1=O (configuration not stated),-5,.,-4,7,0.1,-1.1,0.2,-0.3,-0.8,6,.
NC(=O)C1CCN(/C=C2\C(=O)NC(=O)N(Cc3ccco3)C2=O)CC1,-5,1.5,0,-5,0.3,-0.4,0.2,-0.7,-1.3,2,0.0
COc1cccc(C(=O)C2CCCN(Cc3cccc(C)n3)C2)c1 (configuration not stated),-4,-1.6,0,-2,-2.1,0.1,-0.1,0.0,-1.1,-4,0.2
Nc1c([N+](=O)[O-])cc(F)c(N2CCNCC2)c1Br,2,-1.5,1,3,-2.7,-0.1,-0.1,-0.5,-0.4,1,3.2
COC(=O)[C@H]1C[C@@H]1[C@H](NP(=O)(c1ccccc1)c1ccccc1)c1ccccc1,-5,1.6,-1,-1,-0.9,0.3,-0.4,-0.8,-1.5,5,-3.0
O=c1ccc2cc(O[C@@H]3O[C@@H](CO)[C@H](O)[C@@H](O)[C@@H]3O)c(O)cc2o1,-11,0.3,-2,i,0.7,0.3,0.4,-0.7,-0.6,17,2.4
CCC(C)n1c(O)c(C=NCc2cccnc2)c(=O)[nH]c1=S (configuration not stated),5,2.4,-1,-6,0.9,0.2,-0.2,-0.3,-0.2,0,0.0
CC(C)(C)n1nnnc1C(CCc1ccccc1)N1CCC(n2c(=O)[nH]c3ccccc32)CC1 (configuration not stated),-7,.,-4,2,0.2,0.2,-1.2,-1.5,-1.2,-5,.
N#Cc1ccc(NC(=S)N2Cc3ccccc3-n3nncc3C2)cc1,-6,0.0,-2,4,-2.3,0.7,-2.7,2.5,-0.7,0,-1.0
CP(=O)(O)CN1CCCCC1,-4,-0.3,-1,0,0.0,0.0,0.4,-1.6,-0.8,2,1.2
O=C1NC(=O)N(Cc2ccccc2)C(=O)/C1=C\c1ccco1,-4,1.9,-2,-23,-0.9,0.8,0.1,-0.7,-0.1,-7,1.1
O=P(O)(Oc1ccccc1)c1ccccc1,10,-0.9,3,4,0.2,-2.5,1.8,-0.9,-1.0,-2,-1.5
O=C(c1ccc(N2CC3CC(C2)c2cccc(=O)n2C3)c([N+](=O)[O-])c1)N1CCCCC1 (configuration not stated),0,0.7,1,1,-0.2,-1.4,0.5,1.9,0.0,-1,2.2

# Limited to DAX1 inh-1, SMARCA2 activ and hcDAF12 agonist, for three of the compounds above:
compound,DAX1 inh-1,SMARCA2 activ,hcDAF12 agonist
O=c1ccc2cc(O[C@@H]3O[C@@H](CO)[C@H](O)[C@@H](O)[C@@H]3O)c(O)cc2o1,0.3,-2,-0.7
O=P(O)(Oc1ccccc1)c1ccccc1,-0.9,3,-0.9
CCC(C)n1c(O)c(C=NCc2cccnc2)c(=O)[nH]c1=S (configuration not stated),2.4,-1,-0.3

# The results go on:
SMILES,Rev-erbA mod,DAX1 inh-1,SMARCA2 activ,PLC-beta3 inh,PG9 Ab binder,hgDAF-12 ag,DAX1 inh-2,hcDAF12 agonist,ssDAF-12 act,sPLA2-III inh,GAA850 FXN act
Cn1c(O)c(C=NCCCCCCCCCCC(=O)O)c(=O)n(C)c1=O,-1,1.4,2,-2,0.3,-1.4,0.3,-1.2,-1.6,11,2.7
C[C@]12CC[C@H](O)CC1=CC(=O)C1C2CC[C@]2(C)C(=O)[C@H](O)CC12 (some centres not stated),-4,-0.2,-5,2,-0.8,-1.8,-0.2,2.0,-0.4,10,0.1
CCC1(CCc2ccncc2)C(=O)NC(=O)NC1=O,-5,0.2,-2,1,-1.2,-0.9,-0.3,0.2,-0.1,4,0.9
CC12CCC3C(CC=C4CC5(CCC43C)OCCO5)C1CCC2=O (configuration not stated),3,-0.5,-3,-3,-3.3,2.4,2.3,-0.7,-0.9,3,2.5
CCOC(=O)c1c(C)n(Cc2ccc3c(c2)OCO3)c2ccc(O)cc12,-3,-0.3,0,-3,0.3,0.8,-0.5,0.8,-0.9,-18,0.8
CSc1nc2ccccc2c(=O)n1-c1cccnc1,-1,2.1,2,-3,-1.2,1.1,-0.6,-2.9,-0.6,2,-0.6
Cc1cnn(C2CCN(C)CC2)c1N,0,-0.1,-1,2,-2.1,0.5,-0.2,-1.6,-0.4,-2,-0.8
Cn1c(O)c(C=NCCN2CCNCC2)c(=O)[nH]c1=O,1,.,-7,-8,-0.4,-3.0,-0.1,-0.2,-1.7,17,-0.4
Cc1ccc(CN2Cc3ccc(Br)cc3-n3nncc3C2)cc1,3,.,-3,2,0.2,-2.0,-0.6,-0.6,-1.0,-4,.
COc1ccc(NP2(=O)OCC(C)(N)CO2)cc1 (configuration not stated),-1,-0.2,0,0,-1.0,3.9,0.3,0.5,-1.1,2,2.4
Nc1cc(Cl)cc(Cl)c1,1,0.6,2,5,-1.2,0.7,2.7,-0.5,-1.2,2,-0.6
COc1ccc(CCNCc2sccc2C)cc1,1,-0.3,-1,-1,-0.1,0.9,-0.4,-1.3,-0.8,-1,-0.3
